# pCIP destab – p/CIP-EGFP fusion destabilizers, primary screen, fluorescence, F442A cells; Q05BA5; 16 h; decrease of EGFP signal, % at 10 µM; 290,000 compounds, 0.01% hits; AID 1984, 2009;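 active = EGFP signal decrease of at least 30% at 10 µM or well 3 SD below plate mean, unless failing retest; inactive = the rest, including hits failing retest or dose response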; note: some compounds called inactive have numbers as strong as hits; many of its hits are not listed in these tables
# IDE cell activ – human IDE activators in live cells, primary screen, fluorescence polarization, HEK cells, FAbeta-B substrate. FAbeta-B cleavage; 0% vehicle, 100% cell-free pure enzyme wells. AID 493087, 2011. Insulin-degrading enzyme (Homo sapiens), P14735. 340,000 compounds, 0.073% hits. activation, % at 5.96 µM;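 active = activation above the mean of all tested compounds plus 3 SD, set per screening campaign, cut at about 17% in these data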
# PHOSPHO1 block – PubChem AID 1565; recombinant PHOSPHO1, absorbance phosphatase assay; 290,000 compounds, 1.1% hits; Phosphoethanolamine/phosphocholine phosphatase (Homo sapiens), Q8TCT1; inhibition, % at 13.3 µM; in the data active = inhibition above about 60%
# Target sequence (Q8TCT1 whole entry, looked up): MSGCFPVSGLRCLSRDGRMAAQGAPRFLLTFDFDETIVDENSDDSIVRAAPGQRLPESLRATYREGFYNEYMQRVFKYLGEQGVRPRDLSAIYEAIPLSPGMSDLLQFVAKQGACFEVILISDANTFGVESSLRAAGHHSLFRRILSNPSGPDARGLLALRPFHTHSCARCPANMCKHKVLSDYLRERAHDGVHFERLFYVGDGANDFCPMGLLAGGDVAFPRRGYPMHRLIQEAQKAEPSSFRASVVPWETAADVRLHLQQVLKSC
# VIM-2 inh – VIM-2 metallo-beta-lactamase inhibitors, primary screen, biochemical, epi-absorbance readout, Pseudomonas aeruginosa enzyme; AID 1527, 2009; inhibition, % at 5.6 µM; purified VIM-2, nitrocefin hydrolysis, epi-absorbance fluorescence; 290,000 compounds, 0.89% hits;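 active = inhibition above the mean of all tested compounds plus 3 SD, cutoff set per screening run, cut at about 7.5% in these data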;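 note: red hydrolysis product quenches plate fluorescence so inhibitors raise well fluorescence; 0% = enzyme with DMSO and 100% = DMSO without enzyme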
# DNA FID counter – compounds displacing fluorescent DNA intercalator, primary screen, artefact control for HCV NS3 helicase inhibitor project, biochemical, FID fluorescence | 290,000 compounds, 0.17% hits | DNA fluorescent intercalator displacement | inhibition, % at 7.9 µM; in the data active = inhibition above about 37%;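 note: 0% = vehicle and 100% = reference compound; higher means more ethidium bromide displaced from hairpin DNA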
# IMP-1 inhibitor – IMP-1 metallo-beta-lactamase inhibitors, primary screen, biochemical, epi-absorbance readout, Pseudomonas aeruginosa enzyme | inhibition, % at 5.6 µM | purified IMP-1, nitrocefin hydrolysis, epi-absorbance fluorescence | 290,000 compounds, 0.45% hits | AID 1556, 2009 | metallo-beta-lactamase IMP-1 (Pseudomonas aeruginosa);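 active = inhibition above the mean plus 3 SD of all compounds in the same screening run, cut at about 4.5% in these data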;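 note: 0% = IMP-1 with DMSO and 100% = DMSO wells lacking enzyme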
#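 System: purified IMP-1 / Input: IMP-1 dispensed at 0.2 nM / Medium: 50 mM HEPES pH 7.1, 50 µM ZnSO4, 0.05% Brij 35 / Timing: 15 min enzyme–compound preincubation, then 25 min nitrocefin reaction, 25 °C / Technique: plate fluorescence quenching by hydrolysis product, ex 480/em 530 nm / Repeats: singlicate testing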
# UBC9 SUMO inh – inhibitors of in vitro SUMOylation cascade, primary screen, biochemical, HTRF, uHTS. 290,000 compounds, 0.36% hits. HTRF SUMOylation assay, SAE1/SAE2 + UBC9. inhibition, % at 35 µM. SUMO-conjugating enzyme UBC9 (Homo sapiens), P63279; in the data active = inhibition above about 50%, passing the limit was not always enough; note: strong numbers were not always called active
# Target sequence (P63279 whole entry, looked up): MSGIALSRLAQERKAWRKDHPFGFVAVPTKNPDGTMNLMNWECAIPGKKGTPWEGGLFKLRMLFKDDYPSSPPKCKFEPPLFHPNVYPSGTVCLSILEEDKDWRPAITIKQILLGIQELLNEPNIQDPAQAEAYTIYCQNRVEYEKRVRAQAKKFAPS
# HCV NS3 hel inh – inhibitors of HCV NS3 helicase, primary screen, biochemical, Cy5 molecular beacon fluorescence; 290,000 compounds, 0.56% hits; inhibition, % at 10.9 µM; NS3 helicase DNA unwinding; AID 1800, 2009;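 active = inhibition above the mean of all tested compounds plus 3 SD, set per campaign, cut at about 35% in these data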;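 note: 0% = DMSO wells and 100% = thioflavine S control wells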
#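 System: Hepatitis C virus NS3 helicase domain fragment enzyme | Reagent: Annealed dual-labelled DNA beacon duplex, ATP-started | Compound dosing: 10.9 µM single point, 0.8% DMSO | Incubation: 1 h reaction at 25 °C, ATP-initiated | Technique: Cy5 fluorescence | Evaluation: Percent inhibition from t60/t0 fluorescence ratio | Benchmarks: Low DMSO, high thioflavine S at 110 µM | Replication: Singlicate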
# MEKK3 PB1 HTS – modulators of MEKK3-MEK5 PB1 binding, primary screen, biochemical, wildtype MEKK3, multiplex bead flow cytometry, Alexa488-MEK5 | binding response (% of control), % at 10 µM | Mitogen-activated protein kinase kinase kinase 3 (Homo sapiens), Q99759 | AID 1529, 2009 | 290,000 compounds, 1.4% hits | bead-based flow cytometry, Alexa488-MEK5 binding to MEKK3; actives lie on both sides; 0 = blocked by unlabeled MEK5, 100 = vehicle;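 active = binding response more than 3 SD above or below the average of its plate-row segment, actives on both sides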;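 note: Alexa488 bead fluorescence after subtracting the streptavidin-only scavenger bead signal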
# Target sequence (Q99759 whole entry, looked up): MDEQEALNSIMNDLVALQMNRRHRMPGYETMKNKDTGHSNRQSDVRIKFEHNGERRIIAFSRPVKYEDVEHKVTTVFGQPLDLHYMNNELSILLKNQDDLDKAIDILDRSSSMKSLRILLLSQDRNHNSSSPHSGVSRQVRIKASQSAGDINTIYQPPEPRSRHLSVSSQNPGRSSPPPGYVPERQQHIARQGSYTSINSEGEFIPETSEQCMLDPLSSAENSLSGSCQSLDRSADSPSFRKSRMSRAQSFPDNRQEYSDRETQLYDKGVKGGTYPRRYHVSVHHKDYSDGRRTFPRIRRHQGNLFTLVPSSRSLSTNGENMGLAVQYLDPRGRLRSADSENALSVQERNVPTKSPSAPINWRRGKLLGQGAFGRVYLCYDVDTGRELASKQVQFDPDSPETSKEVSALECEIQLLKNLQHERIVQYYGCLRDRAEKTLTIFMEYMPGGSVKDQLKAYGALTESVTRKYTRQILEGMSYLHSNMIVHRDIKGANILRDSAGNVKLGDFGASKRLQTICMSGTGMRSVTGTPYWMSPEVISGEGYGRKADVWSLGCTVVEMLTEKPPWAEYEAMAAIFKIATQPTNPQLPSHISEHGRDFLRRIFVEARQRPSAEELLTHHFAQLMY
# Numbers without * were called inactive; · = no result given. Some of the compounds tested; rates above refer to the full screens.
cpd	smiles	pCIP destab	IDE cell activ	PHOSPHO1 block	VIM-2 inh	DNA FID counter
1	Cc1ccc(N(C)C(=O)c2cc(S(=O)(=O)N3CCc4ccccc43)cn2C)cc1	-6	6	-16	1.2	-46
2	COc1ccc2nc(CCN(C)C(=O)C3CCC(=O)N(Cc4cccc(F)c4)C3)[nH]c2c1 (configuration not stated)	2	5	24	-2.9	-8
3	Cc1ccc(SCC(=O)OCC(=O)NC(C)c2ccc(Br)cc2)cc1 (configuration not stated)	-8	3	37	-3.8	-34
4	COC(C(=O)NNC(=O)CCc1ccccc1)c1ccccc1 (configuration not stated)	6	0	49	-1.7	-11
5	Cc1ccccc1S(=O)(=O)Cc1ccc(C(=O)NCCCN(C)Cc2ccccc2)o1	6	1	29	-0.7	9
6	Cc1ccccc1NC(=O)/C(C#N)=C/c1ccsc1	1	-3	-6	-2.4	1
7	Nc1c(C(=O)NCCc2ccccc2)nnn1Cc1ccc(Cl)cc1	9	2	-18	-1.4	-5
8	O=C(O)[C@H]1CCCC[C@H]1C(=O)Nc1ccc(S(=O)(=O)N2CCCCC2)cc1	-10	-7	28	1.9	-33
9	O=C(COc1ccccc1C(=O)NCC1CCCO1)Nc1ccc(Br)cc1 (configuration not stated)	8	7	-13	-5.6	-26
10	COc1ccc(NC2CCCN(C(=O)CCN3CCCC3=O)C2)cc1OC (configuration not stated)	-6	3	36	-1.0	-7

cpd	IMP-1 inhibitor	UBC9 SUMO inh	HCV NS3 hel inh	MEKK3 PB1 HTS
1	-3.5	2	-18	99
2	-1.0	-4	-2	101
3	-3.5	-15	-16	102
4	-1.6	8	-5	97
5	-4.7	-6	0	104
6	-4.5	3	10	112
7	-0.5	-18	-7	104
8	1.8	-2	24	102
9	-3.1	7	-5	102
10	-1.1	10	-7	104

# The list goes on.
cpd	smiles	pCIP destab	IDE cell activ	PHOSPHO1 block	VIM-2 inh	DNA FID counter
11	COc1ccc(-c2nnn(CC(=O)N(CC(=O)NC3CCCC3)c3cccc(C)c3)n2)cc1OC	-9	1	6	-2.2	-37
12	O=C(NCCCN1CCN(CCCNC(=O)c2ccccc2F)CC1)c1ccccc1F	-2	1	-10	1.8	2
13	COc1ccc(NC(=O)C2CC(=O)NC3=C2C(=O)CC(C)(C)C3)cc1 (configuration not stated)	-9	1	32	-0.2	-2
14	Cc1cc(Br)c(OCC(=O)NN)c2c1CCC2	-7	7	30	-1.9	-10
15	Cc1ccc2c(c1)COc1c3ccc(C(=O)NCC4CC4)cc3nn1-2	0	-6	26	·	·
16	CCNc1ccccc(C(=O)/C=C/c2ccc3c(c2)OCO3)c1=O	-9	-2	35	0.1	-19
17	COC(=O)c1ccc(C2OCC(C)(C)CO2)cc1	-4	8	2	-5.0	-4
18	COc1ccc(CN2CCCC(CO)(Cc3cccc(Cl)c3)C2)cc1OC (configuration not stated)	-14	4	19	-1.7	3
19	Cc1ccc(OCC(=O)Nc2ccc(NC(=O)c3ccccc3)cc2)cc1C	-7	-2	17	0.3	-22
20	Cn1c(SCC(=O)NC(=O)CN2CCCC2=O)nnc1-c1ccc(F)cc1	4	-4	1	-4.0	-2

cpd	IMP-1 inhibitor	UBC9 SUMO inh	HCV NS3 hel inh	MEKK3 PB1 HTS
11	-0.2	0	-12	107
12	-0.4	-2	-1	111
13	-1.2	-4	-4	101
14	-2.1	4	0	92
15	·	1	·	99
16	0.5	33	16	97
17	-2.1	17	-23	100
18	-1.5	7	-13	105
19	0.2	20	-11	103
20	-5.0	-1	6	101

# Remaining list, next part:
cpd	smiles	pCIP destab	IDE cell activ	PHOSPHO1 block	VIM-2 inh	DNA FID counter
21	COc1ccc(CCNC(=O)c2ccccc2N(C)S(=O)(=O)c2ccccc2)cc1	4	14	-2	-1.3	-27
22	Cc1sc(NC(=O)c2ccc(Cl)s2)c(C(N)=O)c1C	9	0	17	-3.8	4
23	COc1ccc(NC(=O)N2c3ccc(OC)cc3C(C)=CC2(C)C)cc1	-2	4	-11	-3.4	-1
24	CC1(C)CC(=O)C(N=Nc2ccc(Cl)cc2)=C(O)C1	-10	0	-1	1.5	5
25	CCc1sc(N)nc1-c1ccccc1	7	0	11	-1.5	-6
26	Cc1ccc2oc(=O)c3cc(C(=O)NCCN4CCc5ccccc5C4)sc3c2c1	-6	5	-11	3.4	4
27	COc1cc(OC)c(C=O)c(OC(=O)N2CCOCC2)c1	9	4	19	0.0	-6
28	O=C(Nc1nccs1)c1cccc(S(=O)(=O)N2CCOCC2)c1	·	-2	·	0.2	-6
29	Cc1nc(N2CCC(C)CC2)c2c(C)c(C(=O)Nc3ccccc3C(F)(F)F)sc2n1	-10	-6	11	-1.4	-4
30	Cc1ccc(C)c(N2CCN(c3ccncc3N)CC2)c1	-4	2	16	-1.5	6

cpd	IMP-1 inhibitor	UBC9 SUMO inh	HCV NS3 hel inh	MEKK3 PB1 HTS
21	-3.5	-16	4	108
22	-3.0	18	4	101
23	-0.9	69	4	104
24	-1.3	13	6	106
25	-1.8	-15	36	102
26	-3.9	1	-15	89
27	0.6	8	-9	95
28	-3.1	·	-7	109
29	-2.5	-20	0	98
30	-1.9	19	-20	95

# Going on with the list:
cpd	smiles	pCIP destab	IDE cell activ	PHOSPHO1 block	VIM-2 inh	DNA FID counter
31	CC1=C(C(=O)OC2CCCCC2)C(c2cccs2)n2c(nc3ccccc32)N1 (configuration not stated)	10	-2	-5	-1.7	1
32	CCN(CCn1cccn1)Cc1nc(-c2ccccc2)no1	-5	4	6	-1.3	-11
33	Cn1c(=O)c(C(=O)COC(=O)c2cc(-c3ccccc3)nc3ccccc23)c(N)n(Cc2ccccc2)c1=O	8	·	-11	0.3	-4
34	CCOc1ccc(C(=O)N(C)C2CCS(=O)(=O)C2)cc1 (configuration not stated)	1	-1	10	-1.4	-3
35	O=C(CC1SCCNC1=O)Nc1ccc(Cl)cc1 (configuration not stated)	-2	-3	1	-3.0	3
36	O=C1c2ccccc2C(=O)C1C1=Nc2ccccc2NC(c2ccccc2)C1 (configuration not stated)	2	·	-10	0.9	0
37	COc1ccc(Cc2nnc(SCC(=O)NCCc3ccccc3)o2)cc1	-4	0	-8	-0.8	-26
38	Cc1nn(CC(=O)N2CCOCC2)c(=O)c2ccccc12	-26	3	-8	0.9	3
39	O=C(c1ccc(-n2cccn2)cc1)N1CCc2c([nH]c3ccccc23)C1c1ccccn1 (configuration not stated)	6	8	36	-7.2	-16
40	O=[N+]([O-])c1ccc(Cl)cc1Sc1ccccn1	-11	-1	-8	-7.5	-8

cpd	IMP-1 inhibitor	UBC9 SUMO inh	HCV NS3 hel inh	MEKK3 PB1 HTS
31	-2.9	6	7	109
32	-1.1	2	10	97
33	-0.4	16	6	96
34	-1.8	-4	-7	96
35	-1.4	5	5	100
36	-1.3	0	-2	87
37	-0.7	8	-2	98
38	-1.3	14	-2	105
39	-5.1	7	-12	99
40	-1.7	-13	-14	107

# (next part)
cpd	smiles	pCIP destab	IDE cell activ	PHOSPHO1 block	VIM-2 inh	DNA FID counter
41	CCN(CC)c1nc(=S)nc(NC(C)(C)C)[nH]1	-2	7	18	-4.9	-14
42	c1ccc(COc2cccc(CNCc3cccs3)c2)cc1	-11	1	-7	-1.5	14
43	COc1ccccc1Nc1nc(C)cc(C)n1	-4	7	39	-0.1	-4
44	CCOc1ccc2nc(N3CCC(C(=O)N4CCN(C(=O)c5ccco5)CC4)CC3)sc2c1	-32	-3	-6	-3.8	-35
45	CNS(=O)(=O)c1cccc(C(=O)OCC(=O)Nc2ccc(-c3nc4ccc(C)cc4s3)cc2)c1	-9	-5	48	-2.5	2
46	O=C(NC1CCCC1)C(c1ccc(F)cc1)N(C(=O)c1csnn1)c1ccccc1F (configuration not stated)	-13	4	4	-1.8	-33
47	Cc1nn(C)c(C)c1S(=O)(=O)N(CC(=O)NCc1cccs1)c1ccc(C(C)C)cc1	-20	1	-2	0.1	-9
48	COC(=O)c1c(C(=O)OC)c(C)n(Cc2ccco2)c1C	6	4	0	-1.8	-7
49	Cc1cc(C)cc(OCC(=O)OCC(=O)N2CC(=O)Nc3ccccc32)c1	-1	2	20	3.3	-17
50	Cc1ccc(N2Cc3ccccc3C2=O)cc1	6	4	58	-0.4	-9

cpd	IMP-1 inhibitor	UBC9 SUMO inh	HCV NS3 hel inh	MEKK3 PB1 HTS
41	-1.7	-10	6	99
42	-3.0	-17	-26	113
43	-2.9	6	-9	107
44	-2.2	-4	3	106
45	-2.1	22	10	98
46	-5.5	1	12	101
47	-1.9	9	-1	101
48	-4.2	-3	6	104
49	0.2	8	-8	99
50	-3.0	4	-2	107

# (listing goes on)
cpd	smiles	pCIP destab	IDE cell activ	PHOSPHO1 block	VIM-2 inh	DNA FID counter
51	COc1ccc(-n2c(C)cc(-c3csc(N)n3)c2C)cc1	0	4	-19	-5.5	-1
52	Cc1nc(SCC(=O)N(C)C2CCCCC2)[nH]c(=O)c1Cc1ccccc1	-13	2	-14	-2.0	-21
53	CCc1cccc2c(C(=O)COC(=O)c3c(C)noc3C)c[nH]c12	-8	-4	26	2.0	-1
54	CCOC(=O)CSc1nc2ccccc2n2c(C)nnc12	-1	3	50	2.3	-14
55	CCc1cccc2c(C(=O)COC(=O)c3nn(C)c(=O)c4ccccc34)c[nH]c12	-13	-1	-2	-0.1	-5
56	COc1ccc(C(=O)NC(C)c2nnc(SCC(=O)NC3CCCCC3)n2C)cc1 (configuration not stated)	-4	7	37	-0.6	-24

cpd	IMP-1 inhibitor	UBC9 SUMO inh	HCV NS3 hel inh	MEKK3 PB1 HTS
51	-3.9	20	12	128*
52	-3.8	10	-3	97
53	3.6	-3	-7	107
54	-2.5	11	1	95
55	-3.3	7	-6	·
56	-0.7	-3	-5	102
